GPR7 antagonist: antagonists of human GPR7 (neuropeptides B/W receptor 1); AID 1861; actives 1.1% (n = 290,000); inhibition, % at 4.4 µM; P48145; GPR7-expressing cells, fluorescence antagonist assay; in the data active = inhibition above about 16%, passing the limit was not always enough;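 note: cells stimulated with the agonist NPW; 0% = agonist with vehicle and 100% = vehicle without agonist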
DNA FID counter: fluorescent intercalator displacement, NS3 helicase counter-screen; DNA fluorescent intercalator displacement, fluorescence; inhibition, % at 7.9 µM; actives 0.17% (n = 290,000); in the data active = inhibition above about 37%;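 note: 0% = vehicle and 100% = reference compound; higher means more ethidium bromide displaced from hairpin DNA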
M18AAP inhibitor: PfM18AAP enzyme inhibition; actives 1.2% (n = 290,000); AID 1822; inhibition, % at 7.35 µM; recombinant PfM18AAP, H-Glu-NHMec fluorogenic cleavage;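 active = inhibition above the campaign mean inhibition over all tested compounds plus 3 SD, cut at about 28% in these data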;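 note: 0% = plate median of test compound wells and 100% = 2 mM ZnCl2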
MEKK2wt PB1 HTS: raises or lowers MEK5 binding to wildtype human MEKK2 PB1 domain. Q9Y2U5. bead flow cytometry, Alexa488-MEK5 binding to MEKK2 WT; actives lie on both sides. binding response (% of control), % at 10 µM. actives 1.1% (n = 290,000); in the data active = binding response below about 67% or above about 130%
PHOSPHO1 block: inhibitors of human PHOSPHO1 phosphatase; Q8TCT1; recombinant PHOSPHO1, absorbance phosphatase assay; inhibition, % at 13.3 µM; actives 1.1% (n = 290,000); AID 1565; in the data active = inhibition above about 60%
MEKK3 PB1 HTS: raises or lowers MEK5 binding to the human MEKK3 PB1 domain | AID 1529 | actives 1.4% (n = 290,000) | Q99759 | binding response (% of control), % at 10 µM | bead-based flow cytometry, Alexa488-MEK5 binding to MEKK3; actives lie on both sides; 0 = blocked by unlabeled MEK5, 100 = vehicle;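 active = binding response more than 3 SD above or below the average of its plate-row segment, actives on both sides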;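 note: Alexa488 bead fluorescence after subtracting the streptavidin-only scavenger bead signal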
Target sequence (Q99759 whole entry, looked up, the tested form may be a part): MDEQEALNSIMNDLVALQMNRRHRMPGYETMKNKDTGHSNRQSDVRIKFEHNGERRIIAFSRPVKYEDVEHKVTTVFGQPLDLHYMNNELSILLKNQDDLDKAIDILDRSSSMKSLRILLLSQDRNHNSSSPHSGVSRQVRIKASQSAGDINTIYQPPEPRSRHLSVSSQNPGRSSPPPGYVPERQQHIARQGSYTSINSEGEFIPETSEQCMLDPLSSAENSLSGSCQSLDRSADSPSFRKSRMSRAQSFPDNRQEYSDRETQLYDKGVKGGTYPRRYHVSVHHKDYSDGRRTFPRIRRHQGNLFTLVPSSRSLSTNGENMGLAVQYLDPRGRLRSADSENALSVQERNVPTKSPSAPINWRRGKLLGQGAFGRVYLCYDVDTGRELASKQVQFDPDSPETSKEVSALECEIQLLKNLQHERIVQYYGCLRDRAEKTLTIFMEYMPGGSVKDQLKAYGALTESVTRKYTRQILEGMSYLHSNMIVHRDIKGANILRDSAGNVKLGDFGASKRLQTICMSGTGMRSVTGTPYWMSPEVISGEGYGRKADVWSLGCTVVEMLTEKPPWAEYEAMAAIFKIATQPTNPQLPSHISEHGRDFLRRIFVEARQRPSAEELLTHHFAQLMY
NALP1 yeast inh: inhibitors of NALP1 inflammasome in yeast; S. cerevisiae NALP1/ASC/caspase-1 growth, X-gal OD620, 72 h; inhibition, % at 10 µM; actives 0.61% (n = 280,000); in the data active = inhibition mostly above about 24%, no sharp cut-off; inactive = mostly below about 32%; note: some compounds called inactive have numbers as strong as hits
MEKK2mut PB1 HTS: signal of MEK5 binding to mutant human MEKK2 PB1 domain; bead flow cytometry, Alexa488-MEK5 binding to MEKK2 mutant; percent response, % at 10 µM; actives 0.35% (n = 290,000); in the data active = percent response above about 24%, passing the limit was not always enough; note: inactives centre near 1; some results filed as inactive read as strong as hits; reference of the scale not given here
OXTR agonist: human OXTR agonism; P30559; CHO-OTR cells, Fluo-8 calcium fluorescence; normalized: DMSO 0%, oxytocin 100%; activation, % at 3 µM; actives 0.32% (n = 320,000);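 active = activation above the mean of all tested compounds plus 3 SD, cutoff set per screening run, cut at about 20% in these data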;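 note: peak over basal fluorescence ratio from a 100 s FLIPR kinetic read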
Target sequence (P30559 whole entry, looked up): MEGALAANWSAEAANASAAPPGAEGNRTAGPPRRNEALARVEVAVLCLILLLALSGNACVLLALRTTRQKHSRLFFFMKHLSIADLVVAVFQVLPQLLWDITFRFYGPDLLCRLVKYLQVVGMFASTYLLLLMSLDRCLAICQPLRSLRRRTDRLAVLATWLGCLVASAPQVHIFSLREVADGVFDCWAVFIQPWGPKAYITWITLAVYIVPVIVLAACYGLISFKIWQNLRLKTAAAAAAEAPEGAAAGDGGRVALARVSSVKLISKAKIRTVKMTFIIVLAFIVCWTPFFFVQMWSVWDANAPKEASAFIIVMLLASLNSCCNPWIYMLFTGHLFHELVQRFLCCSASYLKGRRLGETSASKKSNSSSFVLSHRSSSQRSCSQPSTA
* = called active by the depositor; · = not tested or not shown.

SMILES,GPR7 antagonist,DNA FID counter,M18AAP inhibitor,MEKK2wt PB1 HTS,PHOSPHO1 block,MEKK3 PB1 HTS,NALP1 yeast inh,MEKK2mut PB1 HTS,OXTR agonist
O=c1c(Cc2c(F)cccc2Cl)c(O)ccn1Cc1ccc2c(c1)OCO2,-18,-5,1,94,18,99,-10,-3,0.3
COc1cc(CCNC(=O)c2ccccc2NC(=O)C2=C(C)OCCS2)cc(OC)c1OC,-12,-47,3,105,64*,105,18,4,1.6
COc1ccc(N2CCN(C(=O)Cc3coc4cc(C)ccc34)CC2)cc1,-7,-30,-13,96,20,103,4,-12,1.4
CCOC(=O)C(CC)/C(C)=N\NC(=O)CCC(=O)Nc1ccc(Cl)cc1Cl (configuration not stated),6,-15,-4,96,-15,97,1,-2,-0.2
CC(=O)Nc1cc(-c2ccccc2)nn1Cc1ccc(Cl)cc1,2,-2,-4,96,2,98,-4,3,-1.0
CCOc1ccc2nc(SCC)[nH]c2c1,-4,4,-6,96,-8,98,2,-1,-2.0
CCOc1cc(CO)cc(Br)c1OCC(=O)O,-9,-11,-3,109,·,106,·,8,0.0
COCCSc1ccccc1C(=O)N1CCc2ccccc21,-2,-18,-11,105,-46,106,18,2,·
O=S(=O)(NC1c2cccc3cccc(c23)C1Sc1ncccn1)c1ccc(Cl)cc1 (configuration not stated),-10,-17,0,97,-12,94,-41,-2,0.1
CCNC(=O)C1(c2ccccc2)CCCC1,-9,-2,-12,95,-6,98,·,-3,0.8
CC(NC(=O)C(=O)N/N=C/c1ccc(Cl)cc1)c1ccccc1 (configuration not stated),-14,-2,-11,96,11,99,-4,4,-2.3
O=C(CSc1nccc(=O)[nH]1)NN(c1ccccc1)c1ccccc1,-1,-2,-3,103,1,100,19,-3,-0.5
Cc1[nH]nc(S(=O)CC(=O)O)c1[N+](=O)[O-] (configuration not stated),-7,2,-13,82,-16,96,-3,-12,0.1
CC(C)(C)n1ncc(Oc2ccccc2[N+](=O)[O-])c(Cl)c1=O,-11,-13,1,108,0,108,18,-1,8.8
O=C(Nc1ccc(C(=O)N2CCOCC2)cc1)Nc1cccc(Cl)c1,-2,-8,-2,88,-5,84,14,-2,2.2
COC(=O)c1cc(NC(=O)c2ccccc2)c(=O)oc1/C=C/Nc1ccc(Oc2ccccc2)cc1,-9,1,-4,218*,53,85,32,734*,·
Cc1ccc(-n2c(C)nnc2SCC(=O)Nc2ccccc2)cc1,-3,-21,-2,102,-9,96,-71,5,-1.3
COCCNC(=O)C1CCCN(S(=O)(=O)c2ccc3c(c2)CC(C)N3C(=O)C2CC2)C1 (configuration not stated),3,-33,3,102,-32,100,8,1,0.1
COc1ccccc1-c1cc2ccccc2[nH]1,-10,-1,-2,107,-20,115,6,2,-2.1
CCC(=O)Nc1cc2nn(-c3ccc(OC)cc3)nc2cc1C,-1,-4,-4,102,18,106,-4,3,0.1
CCCN=C(C)c1c(-c2ccccc2)[nH]n(-c2nc3ccccc3s2)c1=O,-7,-8,1,93,12,101,21,-3,-0.7
COc1cccc2cc(C(C)N(CCCN3CCOCC3)C(=S)Nc3ccc(C)c(C)c3)oc12 (configuration not stated),-19,13,-1,105,46,104,-5,5,-1.0
Cc1cc(C(F)(F)F)n2nc(-c3cccs3)cc2n1,-11,1,-2,68,-128,68,-4,-12,-1.4
Cc1ccc(Cn2c(SCC(C)C)nc3c2c(=O)n(C)c(=O)n3C)cc1,-3,-5,-3,101,7,103,3,1,-1.6
O=C(N/C(=C\c1ccco1)C(=O)N1CCCC1)c1cccs1,-10,-4,12,95,17,89,24,-4,-0.1
Cc1ccc(C(=O)NCC(=O)OCC(=O)Nc2ccc(Cl)cc2C(F)(F)F)cc1C,-9,-14,0,95,0,96,23,-2,-2.5
COc1ccc(C/C(N)=N/OC(=O)Cc2ccccc2)cc1OC,6,-15,1,110,46,105,2,3,-0.8
COc1ccc(/C=N/NC(=O)C2CC2)c(OC)c1OC,-4,2,0,93,21,95,21,-6,-1.6
Cc1cc(C)cc(N2CCCn3c2nc2c3c(=O)[nH]c(=O)n2C)c1,-20,-23,4,103,·,101,4,6,-2.3
COc1cc(C(=O)Nc2cc(C)ccn2)cc(OC)c1OC,-8,-3,-1,105,4,106,-5,1,-1.4
O=C(c1cccc(-c2ccc(O)cc2)c1)N1CCN(c2ccc(F)cc2)CC1,17,-9,-1,101,43,101,2,0,14
COc1ccc(NC(=O)CSc2ccccn2)cc1OC,-8,0,4,103,-7,98,19,5,1.7
Cc1c(CC(=O)O)c(=O)oc2c(C)c(OCc3ccc(F)cc3Cl)ccc12,-8,-28,-7,106,1,106,20,5,-0.4
COc1ccc(C(=O)NNC(=O)Nc2ccc(Cl)cc2)cc1,13,0,18,102,28,105,19,-1,-0.8
O=C(OCCOCCN=C1NS(=O)(=O)c2ccccc21)c1ccc(F)cc1,-10,-8,-12,109,32,102,11,1,2.5
O=C(Nc1cccc(-n2cnnn2)c1)c1ccncc1,-11,-3,3,103,14,100,26,1,0.9
CCOc1ccc(NC(=O)COc2nsnc2N2CCOCC2)cc1,-5,-6,-3,105,2,101,5,5,-0.1
COc1ccc(C(=O)C2CCCN(Cc3cccn3-c3cccnc3)C2)cc1OC (configuration not stated),-10,2,-10,102,26,101,21,11,0.4
O=C(CSc1nnnn1Cc1ccccc1)Nc1ccccc1,-2,-7,4,107,30,111,·,5,-2.1
O=C(CS(=O)(=O)c1c[nH]c2ccccc12)Nc1ccc2c(c1)OCCO2,4,-3,10,102,14,103,30,2,-0.3
Cn1c2ccccc2c2nnc(SC3CCOC3=O)nc21 (configuration not stated),-4,-1,8,95,-8,99,-38,-2,-1.2
CCOCCCNC(=O)c1ccc2c(c1)ncn2C1CCCC1,0,-17,4,100,34,99,·,-2,0.0
CCc1ccccc1NC(=O)c1ccc(NCCc2ccccc2)c([N+](=O)[O-])c1,-7,1,-3,102,0,98,14,-1,-1.4
CC(C)CNC(=O)c1c(F)c(F)c(F)c(F)c1F,5,14,21,89,-3,92,8,-10,0.5
O=S(=O)(N/N=C\c1cccn1-c1ccccc1)c1ccc2ccccc2c1,-11,-7,-12,98,-100,101,5,7,-0.5
Cc1ccc(NS(=O)(=O)c2cccs2)nc1,-5,-2,1,103,29,100,4,3,-0.1
CC1CCN(S(=O)(=O)c2ccc3c(c2)c(=O)c(C(=O)N2CCCCC2)cn3C)CC1,7,-17,4,100,19,103,22,2,1.6
Cc1cc(C)cc(N(CCC(=O)O)S(=O)(=O)c2ccc3ccccc3c2)c1,-6,-39,-17,93,5,95,16,-2,1.1
O=C(O)c1[nH]c2ccccc2c1C=NCc1ccccc1Cl,-7,9,-2,87,-20,94,6,-15,0.5
COc1ccc(S(=O)(=O)O)cc1P(=O)(c1ccccc1)c1ccccc1,2,-9,2,97,24,99,3,2,0.4

A second format for part of the listing above.
The line under a structure holds: GPR7 antagonist | DNA FID counter | M18AAP inhibitor | MEKK2wt PB1 HTS | PHOSPHO1 block | MEKK3 PB1 HTS | NALP1 yeast inh | MEKK2mut PB1 HTS | OXTR agonist
CCNC(=O)C1(c2ccccc2)CCCC1
 : -9 | -2 | -12 | 95 | -6 | 98 | · | -3 | 0.8
CC(NC(=O)C(=O)N/N=C/c1ccc(Cl)cc1)c1ccccc1 (configuration not stated)
 : -14 | -2 | -11 | 96 | 11 | 99 | -4 | 4 | -2.3
O=C(CSc1nccc(=O)[nH]1)NN(c1ccccc1)c1ccccc1
 : -1 | -2 | -3 | 103 | 1 | 100 | 19 | -3 | -0.5
Cc1[nH]nc(S(=O)CC(=O)O)c1[N+](=O)[O-] (configuration not stated)
 : -7 | 2 | -13 | 82 | -16 | 96 | -3 | -12 | 0.1

New compounds follow.
SMILES,GPR7 antagonist,DNA FID counter,M18AAP inhibitor,MEKK2wt PB1 HTS,PHOSPHO1 block,MEKK3 PB1 HTS,NALP1 yeast inh,MEKK2mut PB1 HTS,OXTR agonist
CN(C)c1ccc(-n2cccc2/C=C2/SC(=Nc3ccc(F)cc3)NC2=O)cc1,-10,1,-5,100,4,99,8,-1,0.3
Cc1ccc(NC(=O)CCC(=O)OCC(=O)c2ccc(-c3ccccc3)cc2)cc1,7,-2,2,106,-3,97,2,-1,0.3
O=C(CSC(=S)N1CCOCC1)Nc1nc(-c2ccccc2)c(-c2ccccc2)o1,0,-7,4,97,-21,99,4,0,-1.1
CC(=O)N[C@@H](Cc1c[nH]c2ccccc12)C(=O)NC1CCCc2ccccc21 (some centres not stated),-7,-13,3,101,31,102,-6,1,3.3
COC(=O)c1sc(S(=O)(=O)NCC(=O)O)c(C(=O)OC)c1C,-2,-4,-1,105,23,96,8,0,0.6
CC1(c2nnc(-c3ccncc3)o2)CC(c2ccc([N+](=O)[O-])cc2)=NO1 (configuration not stated),·,·,·,95,4,104,-4,4,·
O=C(O)c1ccc(N2CC3CC(C2)c2cccc(=O)n2C3)c(NC(=S)Nc2ccc(Br)cc2)c1 (configuration not stated),-11,-14,8,92,51,101,-4,-11,4.5
O=C(NCCN1CCOCC1)c1ccc(Cl)c(S(=O)(=O)N2CCCC2)c1,5,-2,-4,106,-92,104,13,3,1.1
COc1ccc(C)cc1NC(=O)NNC(=O)c1ccoc1C,-19,-14,47*,106,38,103,8,7,0.2
O=C(CSc1nc2ccccc2s1)Nc1ccc2c(c1)OCO2,4,-10,-6,104,10,158*,24,1,0.6
C=CCN(CC=C)S(=O)(=O)c1ncn[nH]1,-10,6,8,106,21,102,-4,10,0.1
COCC(=O)N1CCC(Oc2ccc(C(=O)N3C[C@@H](C)O[C@@H](C)C3)cc2)CC1,-3,-21,-1,108,12,102,3,7,-0.5
O=C(NCc1ccco1)c1cnn2c1NC(c1ccc(Br)cc1)CC2C(F)(F)F (configuration not stated),-4,-18,-3,97,7,98,48,2,0.6
CN(C)C(=O)C1C2NC(=S)N(c3ccccc3)C1(C)Oc1ccccc12 (configuration not stated),-5,-12,2,75,21,90,20,-13,-0.3
Cc1sc2c(c1C)C(O)=C(C(=O)Nc1ccccc1)S(=O)(=O)N2C,-5,-18,-12,74,6,68,11,-27,-2.1
CCOc1ccc(NC(=O)CCS(=O)(=O)c2ccc(Br)cc2)cc1,-5,-16,-2,97,15,91,1,-7,-1.4
COCCNC(=O)c1ccc(N(C)S(=O)(=O)c2ccc(OC)c(OC)c2)cc1,-6,-10,-13,93,4,94,-12,-6,0.1
COc1ccc2nc3oc(C(=O)N4CC(C)CC(C)C4)cc3cc2c1 (configuration not stated),-7,-38,6,99,37,102,1,1,-0.6
S=C(Nc1ccc2c(c1)OCCO2)Nc1ccccc1Cl,4,-6,8,110,18,102,-7,9,·
CCOc1ccc(C(=O)Nc2ccc(N3CCN(C)CC3)cc2)cc1[N+](=O)[O-],5,24,-1,107,17,101,18,3,0.9
COc1cccc(-c2nc(=S)c3c(n2CCCO)CCCC3)c1,-6,2,3,·,32,·,5,·,-0.3
COc1ccccc1C(O)(C(=O)NNc1ccccc1C)c1ccccc1OC,-7,-11,-9,106,-1,110,2,-1,-0.9
Cc1ccccc1CNC(=O)CC1C(=O)NCCN1Cc1c(F)cccc1Cl (configuration not stated),19,-33,-2,89,22,98,5,-6,0.0
CS(=O)(=O)N(Cc1ccccc1Cl)c1ccc(C(=O)N2CCCC2)cc1,-6,-32,-13,110,8,105,10,4,2.0
O=C(CCCn1c(=O)[nH]c2ccsc2c1=O)N1CCN(c2ccccn2)CC1,7,-4,-12,105,45,103,6,2,-1.2
Cc1ccc(S(=O)(=O)N2CCN(C(=O)CCC(=O)NC3CCCc4ccccc43)CC2)cc1 (configuration not stated),-11,-40,0,100,-19,93,-32,0,-0.3
